PLC-gamma1 inh = PLC-gamma1 enzyme inhibitors, primary screen, biochemical, fluorescence, purified enzyme. fluorogenic substrate. AID 720700, 2013. 0.84% of 370,000 active. inhibition, % at 12.2 µM. 1-phosphatidylinositol 4,5-bisphosphate phosphodiesterase gamma-1 (Homo sapiens), P19174; in the data active = inhibition above about 9.5%
DAX1 inh-1 = DAX1 (NR0B1) inhibitors, primary screen, cell-based, HEK293, Gal4-DAX1, luciferase luminescence | Nuclear receptor subfamily 0 group B member 1 (Homo sapiens), P51843 | 0.99% of 340,000 active | AID 504766, 2011 | inhibition, % at 6.75 µM | HEK293 Gal4-DAX1 luciferase reporter;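 active = inhibition above the mean over all tested compounds plus 3 SD, cut at about 4.2% in these data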;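 note: 0% = DAX1-transfected cells with DMSO and 100% = empty-vector control cells with DMSO; inhibition shows as a rise in luminescence from relieved DAX1 repression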
Target sequence (P51843 207-470 limits assumed): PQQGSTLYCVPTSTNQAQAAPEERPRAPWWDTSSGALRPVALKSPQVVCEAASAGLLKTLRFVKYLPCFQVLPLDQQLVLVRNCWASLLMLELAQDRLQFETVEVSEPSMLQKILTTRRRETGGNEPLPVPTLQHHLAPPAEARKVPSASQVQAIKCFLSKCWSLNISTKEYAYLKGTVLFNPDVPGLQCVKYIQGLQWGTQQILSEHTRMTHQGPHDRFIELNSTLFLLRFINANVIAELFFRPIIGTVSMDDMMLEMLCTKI
hgDAF-12 ag = H. glycines DAF-12 receptor agonists, primary screen, cell-based, luminescence, HEK293, GAL4 fusion, UAS-luciferase. HEK293 GAL4-hgDAF12 UAS-luciferase reporter, agonist luminescence; normalized to butyrate control. Nuclear hormone receptor DAF-12 (Heterodera glycines), GAL4 fusion. 1.8% of 370,000 active. activation, % at 6.8 µM;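 active = activation above a cutoff set at the mean of all screened compounds plus 3 SD, cut at about 10% in these data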;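 note: 0% = DMSO wells and 100% = sodium butyrate wells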
ADAM10 inh = human ADAM10 inhibitors, primary screen, biochemical, QFRET, HTS; inhibition, % at 7 µM; AID 720582, 2013; recombinant ADAM10, EDANS/DABCYL FRET peptide cleavage, 3 h; 0.62% of 370,000 active;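 active = inhibition above a per-campaign cutoff equal to the mean of compounds falling between control-based bounds plus 3 SD, cut at about 20% in these data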;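 note: 0% = DMSO wells while the 100% control is not disclosed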
ssDAF-12 act = S. stercoralis DAF-12 nuclear receptor activators, primary screen, cell-based, luminescence, HEK293, GRIP1 co-expression, lit1-tk-luc; activation, % at 6.8 µM; 1% of 370,000 active; Nuclear hormone receptor DAF-12 (Strongyloides stercoralis); HEK293 ssDAF-12/GRIP1 lit1-tk-luc reporter; % of 3 µM dafachronic acid response;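 active = activation above the mean over all tested compounds plus 3 SD, cut at about 0.9% in these data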;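 note: 0% = DMSO-only wells and 100% = 3 µM delta7-dafachronic acid wells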
ADAM17 inh = ADAM17 inhibitors, primary screen, biochemical, QFRET; 0.83% of 370,000 active; recombinant ADAM17, EDANS/DABCYL FRET peptide cleavage; Disintegrin and metalloproteinase domain-containing protein 17 (Homo sapiens), P78536; inhibition, % at 6.95 µM; AID 720648, 2013;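 active = inhibition above the mean of compounds lying between control limits plus 3 SD, set per campaign, cut at about 8.5% in these data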;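 note: 0% = DMSO-only wells as the low control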
Target sequence (P78536 215-824 limits assumed): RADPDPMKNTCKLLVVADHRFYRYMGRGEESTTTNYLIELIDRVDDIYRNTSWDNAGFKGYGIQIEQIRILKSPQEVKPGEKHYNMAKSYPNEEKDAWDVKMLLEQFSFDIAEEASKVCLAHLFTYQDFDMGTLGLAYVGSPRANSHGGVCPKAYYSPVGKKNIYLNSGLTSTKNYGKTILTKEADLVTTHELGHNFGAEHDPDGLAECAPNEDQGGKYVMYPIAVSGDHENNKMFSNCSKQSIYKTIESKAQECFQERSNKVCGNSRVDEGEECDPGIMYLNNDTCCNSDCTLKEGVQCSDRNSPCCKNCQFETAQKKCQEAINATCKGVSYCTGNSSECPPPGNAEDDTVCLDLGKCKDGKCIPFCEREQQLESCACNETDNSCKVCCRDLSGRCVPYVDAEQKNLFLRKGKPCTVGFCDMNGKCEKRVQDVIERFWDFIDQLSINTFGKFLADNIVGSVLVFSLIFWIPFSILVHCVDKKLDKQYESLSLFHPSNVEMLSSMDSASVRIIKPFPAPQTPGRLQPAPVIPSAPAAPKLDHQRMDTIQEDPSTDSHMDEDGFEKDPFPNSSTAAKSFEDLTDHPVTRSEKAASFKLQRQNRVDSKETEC
GAA850 FXN act = FXN promoter activators, primary screen, cell-based, luciferase luminescence, HEK293 lucGAA850; HEK293 lucGAA850 FXN promoter luciferase reporter, 24 h; percent of 10 µM SAHA response; 0.56% of 360,000 active; activation, % at 6 µM; AID 540364, 2011;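 active = activation above the average of all compounds screened plus 3 SD, cutoff fixed separately per campaign, cut at about 7.5% in these data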;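 note: 0% = DMSO wells and 100% = 10 µM SAHA wells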
HGIII-sPLA2 inh = human group III sPLA2 inhibitors, primary screen, biochemical, QFRET, BODIPY PC-A2 liposome substrate; Group 3 secretory phospholipase A2 (Homo sapiens), Q9NZ20; QFRET BODIPY PC-A2 liposome hydrolysis, fluorescence; inhibition, % at 12.2 µM; 0.56% of 370,000 active;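 active = inhibition above mean plus 3 SD of compounds lying within the high and low control bounds, cut at about 19% in these data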;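 note: 0% = median of test compound wells and 100% = no enzyme DMSO wells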
DAX1 inh-2 = DAX1 (NR0B1) inhibitors on StAR promoter, primary screen, cell-based, luminescence, SF-1 (NR5A1), full-length DAX-1 | AID 652010, 2013 | inhibition, % at 6.8 µM | HEK293T StAR-luciferase reporter, SF-1/DAX-1 repression relief | 1.1% of 370,000 active;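 active = inhibition above the mean over all tested compounds plus 3 SD, cut at about 3.6% in these data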;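 note: 0% = DAX-1 cells with DMSO and 100% = cells lacking DAX-1 with DMSO; higher inhibition means more luminescence from relief of DAX-1 repression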
hcDAF-12 act = H. contortus DAF-12 nuclear receptor activators, primary screen, cell-based, luminescence, HEK293, lit1-tk-luc reporter; AID 652067, 2013; 1.4% of 370,000 active; HEK293 hcDAF-12 lit1-tk-luc reporter; 0% DMSO, 100% Δ7-dafachronic acid; activation, % at 6.8 µM;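 active = activation above the mean of all tested compounds plus 3 SD, cut at about 5.5% in these data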;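 note: 100% = response to 3 µM Δ7-dafachronic acid high control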
PLCb3 inh = human PLC-beta3 inhibitors, primary screen, biochemical, fluorescence; 0.18% of 370,000 active; Purified PLC-beta3, fluorogenic substrate; AID 720704, 2013; inhibition, % at 12.2 µM; 1-phosphatidylinositol 4,5-bisphosphate phosphodiesterase beta-3 (Homo sapiens), Q01970; in the data active = inhibition above about 11%;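 note: 0% = median of compound wells on plate and 100% = full blocker control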
Starred values were filed as active, the others as inactive; i = inactive; x = not tested or not shown.

SMILES	PLC-gamma1 inh	DAX1 inh-1	hgDAF-12 ag	ADAM10 inh	ssDAF-12 act	ADAM17 inh	GAA850 FXN act	HGIII-sPLA2 inh	DAX1 inh-2	hcDAF-12 act	PLCb3 inh
COC(=O)Cn1c(SCc2ccccc2)nc2ccccc21	-2	0.4	4.8	0	-1.0	1	5.9	-8	0.6	-0.3	1
COc1ccc(OCC(=O)N(Cc2sccc2C)C2CCS(=O)(=O)C2)cc1 (centres undefined)	-1	0.1	-1.9	2	-1.3	-4	1.5	7	-0.9	2.6	-8
Cc1ccc(C(=O)NCC(=O)OC(C)C(=O)NC2CCCCC2C)cc1C (centres undefined)	-1	-0.1	-1.0	-7	-1.1	-1	1.4	2	1.3	0.1	4
Cc1cc2oc(C(=O)NCc3ccc(S(N)(=O)=O)cc3)c(C)c2cc1C	-1	-0.5	-1.5	-1	-2.4	-3	-1.0	7	-0.2	-2.1	-5
O=C(CSc1nc2ccccc2[nH]1)NN=Cc1c(F)cccc1Cl	-1	x	0.3	3	-0.2	0	x	-9	-0.7	0.9	-2
NS(=O)(=O)c1cc2c(cc1C(F)(F)F)NCNS2(=O)=O	-7	-0.8	-1.0	-72	-0.7	-20	-0.6	2	-0.8	-0.7	-6
CCCN(CCC)C(=O)Cc1ccc(F)cc1	2	0.4	-0.2	9	-1.4	0	1.4	-1	-0.8	-1.3	4
COc1cnc(SC)nc1Nc1ccc(C#N)cc1	-64	-0.3	5.4	-23	-1.5	-24	-0.2	7	-0.9	-1.2	-91
COc1ccccc1NC(=O)Cn1cnc2c(nnn2-c2ccc(C)cc2)c1=O	3	0.5	-0.5	0	-0.5	-2	-1.5	-2	0.7	-1.6	0
Cc1ccccc1OCC(O)Cn1c(Br)nc2c1c(=O)[nH]c(=O)n2C (centres undefined)	3	-0.2	-2.0	3	-1.7	-1	0.3	-1	0.2	-1.3	-1
COc1ccc2nc(C)cc(N/N=C/c3ccc(F)cc3)c2c1	-16	0.4	-1.1	-4	-1.2	-2	-14	-10	-0.7	0.7	-21
CCCC(=O)N(Cc1cc(=O)[nH]c2ccccc12)c1ccccc1	9	0.5	1.9	-24	-1.3	-13	1.4	12	0.2	4.8	-2
CC(=O)Nc1cccc(-c2cccc3nccn23)c1	-304	x	10	i	-0.6	-401	2.5	0	5.4*	1.5	-409
Cc1c(CC=C(Cl)Cl)c(=O)[nH]c2c(C)cccc12	-2	1.4	-1.5	3	-1.4	-1	1.9	0	-0.3	-0.8	3
CCCCN(Cc1ccccc1)S(=O)(=O)c1cc(Br)cc2c1N(C(C)=O)C(C)C2 (centres undefined)	2	-2.3	-2.6	12	-2.4	6	-3.7	-10	-1.6	-3.1	2
CCC1(c2ccccc2)NC(=O)N(CC(=O)N(C)CC(=O)Nc2c(C)cccc2C)C1=O (centres undefined)	-1	1.1	-2.1	-14	-1.4	-5	-2.0	6	-1.1	-0.7	-5
O=C(c1ccccc1)N1CCN(C(=O)c2ccc3c(c2)OCO3)CC1	-3	0.3	0.2	-8	-0.7	1	2.2	2	0.0	2.7	-6
CC(CC(=O)NC1CCCCC1)S(=O)(=O)c1ccc2c(c1)CCN2C(=O)C1CC1 (centres undefined)	-2	0.6	-0.1	4	-0.4	6	0.6	-1	0.1	0.2	-2
O=C(CCNS(=O)(=O)c1ccc(Br)cc1)NCc1ccc(F)cc1	-3	1.4	0.9	4	-1.2	0	0.6	-2	0.2	-2.3	-4
CCCCCNC(=O)C(c1ccc(C(F)(F)F)cc1)n1c(=O)c(-c2ccco2)nc2ccccc21 (centres undefined)	-32	x	4.5	-25	-0.1	-8	x	3	1.7	1.6	-57
CCC1(C)NC(=O)N(/N=C/c2ccc(C)s2)C1=O (centres undefined)	6	1.6	5.2	5	-1.0	5	3.1	9	0.5	-0.6	-1
COc1ccc2oc(C(=O)OCC(=O)Nc3cc(S(=O)(=O)N4CCOCC4)ccc3C)c(C)c2c1	-46	0.0	1.7	-54	-1.1	-15	-0.3	-10	0.9	0.8	-57
COCCN(C(=O)C1=COCCO1)c1c(N)n(CC(C)C)c(=O)[nH]c1=O	0	0.1	2.9	-16	-0.9	-6	0.2	19	-0.1	-1.8	-5
COc1ccccc1C(=O)Nc1cccc(NC(C)=O)c1	-1	-0.6	-1.8	2	-1.6	-3	-1.9	3	0.2	-1.1	-2
COc1cccc(CN(C)C(=O)CSCC(=O)Nc2ccc(C)cc2)c1OC	-1	1.5	1.3	-3	-0.9	-3	1.3	2	-1.8	0.0	-8
COCC(C)N=C1NN=C(c2cccs2)C(CC(=O)O)S1 (centres undefined)	-7	0.7	-0.3	-12	-1.4	-8	-0.8	2	-1.6	-0.8	-17
COc1ccc(NC(=O)c2cccnc2N2CCCCC2)cc1	2	-1.0	1.0	-4	-1.1	-3	4.0	0	-0.2	0.6	0
Cn1nnnc1SCC(=O)N1CCCCC1	0	-0.9	1.7	1	-1.0	-2	-0.1	-2	0.1	0.8	-6
CCc1ccc(N2C(=O)CC(N3CCN(c4ccccn4)CC3)C2=O)cc1 (centres undefined)	0	3.3	0.4	0	-1.8	-3	-0.5	1	0.0	-2.1	-7
COc1ccc(-n2c(-c3cc(-c4ccccc4)sc3N)n[nH]c2=S)cc1	-3	0.2	-1.5	8	-1.1	-2	4.8	27*	0.3	0.8	-8
Oc1c(C(Nc2ccccn2)c2cccnc2)cc(Cl)c2cccnc12 (centres undefined)	-17	-0.8	-1.3	14	-1.9	11*	-2.5	22*	-1.2	-1.5	-20
O=C(O)c1ccc(Cl)c(S(=O)(=O)N(Cc2ccccc2)c2ccc(F)cc2)c1	-3	-0.4	-0.2	2	-1.4	0	0.0	-25	-0.5	-1.0	-15
CC(NC(=O)C(=O)N1CCCCC1)C(c1cccs1)N1CCN(c2ccccc2)CC1 (centres undefined)	2	1.8	1.3	2	-1.1	1	0.3	2	0.0	-3.1	-2
CCCCCCC(C)OC(=O)c1ccccc1C(=O)O (centres undefined)	-2	2.0	0.1	7	-1.5	-8	-0.8	5	-0.7	1.0	-5
COc1ccc(C(C(=O)NC2CCCC2)N(Cc2cccnc2)C(=O)c2snc(C(N)=O)c2N)cc1 (centres undefined)	-56	0.2	-2.9	-134	-0.7	-59	1.4	0	0.2	-1.1	-92
O=C(OCc1nc2ccccc2s1)c1cccs1	2	4.9*	17*	-9	1.8*	0	-0.3	0	5.6*	10*	1
COC(=O)c1cc(C(=O)OC)n(Cc2ccc(F)cc2)c1C	-1	-0.4	-4.2	2	-2.0	-1	2.3	1	1.1	-1.6	-5
CC(=O)N1CCOc2ccc(S(=O)(=O)N3CCN(c4cccc(C(F)(F)F)c4)CC3)cc21	-1	-0.9	-1.9	14	-1.9	6	-4.3	-10	-0.7	-4.2	-6
CCc1ccccc1NC(=O)C1CCCN1C(=O)NCc1ccccc1 (centres undefined)	3	1.0	-2.5	-10	-0.9	0	0.9	9	0.3	-2.1	-10
CCNC(=S)N(CCCN(CC)CC)Cc1cc2cc3c(cc2[nH]c1=O)OCO3	-30	0.0	1.5	-317	-1.5	-129	2.1	3	0.3	0.5	-41
O=C(/C=C/c1ccc2c(c1)OCO2)Nc1nncs1	-76	x	6.1	-142	-0.1	-33	1.6	-5	0.8	1.2	-115
CCc1nnc(NC(=O)c2ccc(N3C(=O)CCC3=O)cc2)s1	1	-1.1	0.9	-1	-0.9	1	0.2	-2	1.0	2.3	3
Cc1ccccc1CN1CCCCC(NC(=O)c2ccc(Br)cc2)C1=O (centres undefined)	2	x	-1.6	4	-2.0	3	x	-4	-3.6	-5.9	0
Cc1cccc(C)c1-n1nnnc1-c1cnccc1C(F)(F)F	1	2.2	-0.5	2	-1.7	2	2.5	2	-0.4	-1.0	-4
CCCOc1ccc(C(=O)Nc2cc(-c3nn4c(C)nnc4s3)ccc2C)cc1	2	1.9	-1.6	-8	-1.5	1	-0.3	6	1.4	0.3	3
CCO[C@@H]1OC(C(N)=O)=C[C@H](c2ccc(C(F)(F)F)cc2)[C@H]1CCCO	-2	0.2	-0.3	-2	-0.9	-1	-0.5	3	-0.2	-2.5	-6
O=c1c2ccccc2c(=O)n(-c2ccccc2)n1CCCCBr	2	x	-0.2	3	-1.2	0	1.4	0	-0.7	0.3	-8
COc1ccc(NC(=O)CNC(=O)c2nn(-c3ccc(OC)cc3OC)c(=O)c3ccccc23)c(OC)c1	4	-0.2	0.0	3	-0.7	3	0.7	9	-0.1	-0.3	6
C/C=C/c1ccc([C@@H]2[C@H](CO)N(S(C)(=O)=O)[C@H]2CN(C)C(=O)CC)cc1	-2	x	5.6	-14	-1.1	-3	x	0	0.0	-1.7	0
COc1ccc(OC)c2c1C(=O)CC2C (centres undefined)	i	1.6	-4.6	i	-1.2	-334	1.9	-6	1.4	0.0	i
COc1ccc(/C=N/NC2=NS(=O)(=O)c3ccccc32)cc1OC	-14	1.1	-2.6	-3	-0.6	1	1.0	0	0.3	-0.4	-32
COc1cc(/C=N/NC(=O)C(=O)NCc2cccnc2)ccc1O	6	1.2	-0.1	7	-1.0	6	-2.8	8	-0.2	-1.0	1
CC(C(=O)Nc1cccc(S(=O)(=O)N2CCOCC2)c1)N1CCN(C/C=C/c2ccccc2)CC1 (centres undefined)	1	-1.0	-2.0	9	-1.5	0	0.4	-13	-1.5	-0.8	0
C[C@H](CO)N1C[C@H](C)[C@H](CN(C)C)Oc2ccc(NS(=O)(=O)c3ccc(F)cc3)cc2CC1=O	0	-0.7	2.2	-6	-0.8	-3	-1.4	-2	-0.3	0.8	-1
